BCR signal inh = qHTS Assay to Find Inhibitors of Chronic Active B-Cell Receptor Signaling; ABC-DLBCL IkBa-CBG/CBR reporter, luminescence ratio, 4 h; Potency, µM (titrated, usually from 46.1 µM), for inactives: at the top dose ratio change, negative = lower green/red ratio, actives largely listed as inhibitors; 0.05% of 340,000 active; AID 493014, 2011; active = well fitted inhibition curve with a large enough effect in the signal ratio, with a control signal flat, not every such curve was filed as active; inconclusive = small, poorly fitted or top-dose-only effect, or effect the other way, or a change in a side signal; the % refers to the signal ratio;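 note: potency is the fitted concentration of half-maximal effect; plate controls were basal doxycycline-induced cells for no effect and cells given 10 µM MG132 for full effect; MG132 reads +100%, hits lower the ratio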
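Compounds up to 46 uM were incubated four hours with TMD8 cells whose green CBG68 luciferase is fused to IkappaBalpha; red CBR luminescence normalised the signal, and concentration-effect curves were fitted to fusion, red and ratio data.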
Mito fusion yeast = qHTS Assay for Small Molecule Inhibitors of Mitochondrial Division or Activators of Mitochondrial Fusion; S. cerevisiae fusion-defective mutant growth rescue, CellTiterGlo 48 h; Potency, µM (series often up to 46.1 µM), for the others: at the highest dose growth rescue (activation), usual class: activators; 0.23% of 320,000 active;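 note: potency is the fitted concentration of half-maximal effect; % of control where 0% means no effect; nearly all actives have a fitted effect of over 45% in size; temperature-sensitive fusion mutants such as fzo1-1 at 37 °C on non-fermentable ethanol glycerol medium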
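Yeast fusion mutant, YPEG (non-fermentable carbon), compound, 48 h at 37C non-permissive; CellTiterGlo added, 10 min RT, luminescence read. Rescued growth = division inhibition.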
USP2a block = qHTS Assay for Inhibitors of Ubiquitin-specific Protease USP2a Using CHOP2 as the Reporter. Ubiquitin carboxyl-terminal hydrolase 2 (Homo sapiens), O75604. USP2 core, Ub-CHOP2 coupled fluorogenic reporter, 485/531. Potency, µM (series often up to 38.3 µM), for inactives: at the highest dose activity change, negative = inhibition, most hits filed as inhibitors. 0.01% of 330,000 active;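 note: potency is the fitted concentration of half-maximal effect; plate controls were DMSO wells for no effect and full inhibition by NEM control for full effect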
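Deubiquitinase activity read as fluorescence (485/531 nm) after Ub-CHOP2 cleavage activates the enterokinase reporter on its substrate; USP2 core 10nM, Ub-CHOP2 and substrate 25nM each, 30min compound preincubation then 60min RT; data normalized to NEM, curves fitted.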
TCR activator = Activators of T cell receptors: qHTS campaign; AID 504894, 2011; 330,000 tested, under 10 active; Potency, µM (series often up to 9.22 µM), inactives show at the top dose activation of IL-2 secretion, usual class: activators; primary human leukocytes, anti-CD3, IL-2 HTRF, 48 h; note: % of control where 0% means no effect
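IL-2 produced over 48 hr by a-CD3 bead-stimulated primary human leukocytes exposed to compounds was detected with a homogeneous time-resolved FRET immunoassay, 665nm acceptor signal after 320nm excitation.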
Tb PFK inh = qHTS Assay to Find Inhibitors of T. brucei phosphofructokinase. ATP-dependent 6-phosphofructokinase (Trypanosoma brucei brucei), O15648. T. brucei PFK, ADP-Glo luminescence. Potency, µM (top dose mostly 57.5 µM), without a hit: top-dose activity, negative = inhibition, usual class: inhibitors. 0.17% of 330,000 active;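 note: potency is the fitted concentration of half-maximal effect; 0% = uninhibited 1x PFK enzyme wells and -100% = no-enzyme wells; nearly all actives have a fitted effect of over 60% in size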
Target sequence (O15648 whole entry, looked up): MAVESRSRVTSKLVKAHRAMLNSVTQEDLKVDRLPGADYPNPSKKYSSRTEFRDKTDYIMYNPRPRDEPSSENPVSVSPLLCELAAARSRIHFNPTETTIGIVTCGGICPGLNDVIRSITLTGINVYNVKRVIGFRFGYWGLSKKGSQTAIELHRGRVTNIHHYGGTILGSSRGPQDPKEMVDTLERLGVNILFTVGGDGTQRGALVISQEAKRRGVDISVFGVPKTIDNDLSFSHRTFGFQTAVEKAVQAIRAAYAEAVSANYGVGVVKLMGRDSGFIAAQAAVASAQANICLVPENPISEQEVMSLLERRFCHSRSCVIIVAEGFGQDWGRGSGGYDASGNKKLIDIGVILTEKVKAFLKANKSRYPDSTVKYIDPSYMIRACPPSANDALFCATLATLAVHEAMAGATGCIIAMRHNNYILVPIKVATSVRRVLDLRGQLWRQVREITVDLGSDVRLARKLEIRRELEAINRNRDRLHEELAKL
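Activity is normalized to no-enzyme wells (full inhibition) and 1.25 nM enzyme wells (no inhibition). Reaction: 0.5 mM F6P, 0.1 mM ATP, 45 min RT, ADP-Glo luminescence; concentration-response curves fitted and classed by quality.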
TSHR antag = Antagonists of the Thyroid Stimulating Hormone Receptor: HTS campaign | Thyrotropin receptor (Homo sapiens), P16473 | TSHR-expressing cells, TSH-stimulated cAMP HTRF, 2 h; active compounds read low | activity change, negative = inhibition, % at 11.5 µM | 0.2% of 330,000 active;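 active = activity change below a set negative limit, meaning inhibition stronger than a set level, cut at about -70% in these data; inconclusive = activity change between two set negative limits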; note: % is set by controls: 0 for no effect and ±100 for the full control effect
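Cell-based HTRF cAMP assay; TSHR cells + compound, TSH EC80 (4nM final), 2 h, 37 deg C. Lysis with anti-cAMP cryptate and cAMP-d2, 30 min RT, read 665/620 nm.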
B2AR arrestin = qHTS assay of beta-arrestin-biased ligands of beta2-adrenergic receptor; Beta-2 adrenergic receptor (Homo sapiens), P07550; beta-arrestin recruitment to beta2AR, cell-based reporter; Potency, µM (top dose mostly 46.1 µM), without a hit: at the top dose activation, actives largely listed as activators; 0.02% of 330,000 active; AID 492947, 2010;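 note: potency is the fitted concentration of half-maximal effect; 0% = DMSO controls and full agonism = EC100 isoproterenol or metaproterenol; nearly all actives have a fitted effect of over 65% in size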
TSG101-PTAP inh = qHTS Assay for Iinhibitors of HIV-1 Budding by Blocking the Interaction of PTAP/TSG101; Tumor susceptibility gene 101 protein (Homo sapiens), Q99816; Fluorescence polarization, FITC-PTAP peptide / Tsg101 binding; Potency, µM (titrated, usually from 115 µM), without a hit: top-dose activity change, negative = inhibition, usual class: inhibitors; 340,000 tested, under 10 active; AID 493005, 2010; active = well fitted inhibition curve with a large enough effect in the main read-out, with a control signal flat, not every such curve was filed as active; inconclusive = small, poorly fitted or top-dose-only effect, or effect the other way, or a change in a side signal; inactive = no such curve, though single readings can be large or run the other way; note: potency is the fitted concentration of half-maximal effect; % of control where 0% means no effect
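FP read-out: FITC-PTAP peptide, 50 nM final, binding Tsg101 binding domain, 10 uM final; 20 min, r.t.; 10 mM HEPES pH 7.5, 0.15 M NaCl, 0.01% Tween 20, 3 mM EDTA, 0.1 mM TCEP.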
Eya2 inh = qHTS Assay for Inhibitors of the Phosphatase Activity of Eya2 | Protein phosphatase EYA2 (Homo sapiens), O00167 | recombinant Eya2, OMFP fluorescence dephosphorylation (OMFP is methylfluorescein phosphate) | Potency, µM (titrated, usually from 76.9 µM), for inactives: top-dose activity, negative = inhibition, hits mostly inhibitors | 0.006% of 330,000 active | AID 488837, 2010; note: potency is the fitted concentration of half-maximal effect; % is set by controls: 0 for no effect and ±100 for the full control effect
Target sequence (O00167 whole entry, looked up): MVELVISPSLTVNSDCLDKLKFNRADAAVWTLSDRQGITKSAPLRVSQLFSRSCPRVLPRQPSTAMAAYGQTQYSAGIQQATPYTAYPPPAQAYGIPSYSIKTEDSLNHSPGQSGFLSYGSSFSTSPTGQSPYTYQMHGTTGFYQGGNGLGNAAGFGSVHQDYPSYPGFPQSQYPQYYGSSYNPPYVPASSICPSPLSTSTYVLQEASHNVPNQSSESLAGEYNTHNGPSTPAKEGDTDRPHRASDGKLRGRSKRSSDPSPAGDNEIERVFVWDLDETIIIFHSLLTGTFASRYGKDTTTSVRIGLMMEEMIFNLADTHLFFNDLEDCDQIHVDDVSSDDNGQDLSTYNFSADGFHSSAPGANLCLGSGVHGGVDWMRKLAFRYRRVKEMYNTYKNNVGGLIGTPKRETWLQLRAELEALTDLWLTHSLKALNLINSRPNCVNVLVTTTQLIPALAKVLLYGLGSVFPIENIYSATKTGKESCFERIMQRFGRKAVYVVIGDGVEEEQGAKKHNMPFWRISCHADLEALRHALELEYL
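Eya2 (0.2 uM) preincubated 10 min at ambient with compound, then OMFP substrate added at 50 uM; 10 min reaction in 50 mM HEPES pH 7.5, 50 mM NaCl, 5 uM MgCl2, 0.05% BSA, 1 mM DTT. Fluorescence read at Ex 485/Em 525 nm.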
ELG1 repair inh = qHTS screen for small molecules that inhibit ELG1-dependent DNA repair in human embryonic kidney (HEK293T) cells expressing luciferase-tagged ELG1; Potency, µM (doses to about 46.1 µM), inactives show top-dose activity change, negative = inhibition, hits mostly inhibitors; 2.3% of 330,000 active; HEK293T ELG1-luciferase reporter, luminescence, 16 h; DNA damage induced by 5-fluorouridine; note: potency is the fitted concentration of half-maximal effect; % is set by controls: 0 for no effect and ±100 for the full control effect; nearly all actives have a fitted effect of over 55% in size
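Quantitative HTS, concentration-response format. 2,000 cells/well co-treated with 5-fluorouridine and compound, 16 hr in 5% CO2 at 37 °C; ONE-Glo luminescence read after 30 min.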
uPA surface inh = qHTS for Inhibitors of Cell Surface uPA Generation; AID 540303, 2011; Potency, µM (titrated, usually from 38.3 µM), without a hit: top-dose activity change, negative = inhibition, most hits filed as inhibitors; 0.31% of 330,000 active; cell surface uPA generation assay, qHTS; active = well fitted inhibition curve with a large enough effect; inconclusive = small, poorly fitted or top-dose-only effect; inactive = no such curve, though single readings can be large or run the other way; tested in mouse RAW 264.7 cells; note: potency is the fitted concentration of half-maximal effect; % is set by controls: 0 for no effect and ±100 for the full control effect; nearly all actives have a fitted effect of over 55% in size
Numbers without * were called inactive; ? = inconclusive; · = not tested or not shown; [ ] = another dose, or the depositor's remark. Unless noted, calls come from the whole dose curve; as a rule, active = well fitted curve in the direction sought with a large enough effect; inconclusive = small, poorly fitted or top-dose-only effect, or another doubt; inactive = no such curve, though single readings can be large; an effect the other way counts as inactive or inconclusive.

SMILES	BCR signal inh	Mito fusion yeast	USP2a block	TCR activator	Tb PFK inh	TSHR antag	B2AR arrestin	TSG101-PTAP inh	Eya2 inh	ELG1 repair inh	uPA surface inh
COc1cccc(/C=C(\C#N)c2nc3ccccc3[nH]2)c1OCC(=O)O	8%	-4%	2%	8%	0%	5	-0.7%	-1%	15%	18%	-5%
C/C(N)=C(/C#N)C(=O)CSc1nnc(Nc2ccccc2)s1	?	1%[9.22 µM]	1%	3%	-2%	-6	-0.7%	0%	?	?	5%
CC1CCC2C(=O)N(c3ccc(NC4CCN(Cc5ccccc5)CC4)c([N+](=O)[O-])c3)C(=O)C2C1 (configuration not stated)	4%	-3%	4%	3%	4%	0	-0.8%	-1%	-28%	-5%	-13%
Cn1nnnc1SCC(=O)c1c(N)n(C2CC2)c(=O)[nH]c1=O	3%	0%	2%	1%	0%	-4	0.0%	-4%	?	15%	-4%
Cc1ccccc1S(=O)(=O)Cc1ccc(C(=O)NC2CCCC2)o1	5%	9%	0%	-1%	2%	-2	-0.1%	-5%	11%	2%	5%
O=S(=O)(c1ccc(C2CCCCC2)cc1)N1CCN(c2ncccn2)CC1	5%	2%	4%	-5%	0%	-1	0.1%	-1%	-2%	12%	-2%
CCOC(=O)c1c(C)[nH]c(C)c1S(=O)(=O)N(C)Cc1ccco1	-1%	0%	2%	1%	-2%	-5	-0.1%	-1%	0%	-4%	-17%
C[C@@H]1C[C@@H]2OC(=O)[C@]3(C)[C@H]2[C@@H](OC3(C)O)[C@]2(C)C(=O)C=C[C@H]12 (some centres not stated)	?	-11%	3%	0%	5%	28	7.5%	-8%	-12%	2%	?
Cc1c(C(=O)O)cccc1-c1ccc(C=O)o1	13%	6%	0%	-1%[46.1 µM]	-5%	14	-0.2%	0%	0%	?	3%
NS(=O)(=O)c1ccc(CCNC(=O)CN2CCCCCC2)cc1	1%	-6%	1%	-5%	2%	3	0.0%	-4%	-5%	-1%	8%
COC(=O)CCCNC(=O)c1ccc(OS(=O)(=O)c2cc([N+](=O)[O-])ccc2C)cc1	?	-1%	0%	-3%	-3%	2	-0.5%	-1%	-4%	-23%	5%
N#Cc1c(F)cccc1N1CCOCC1	1%	-3%	1%	7%	18%	30	-0.1%	0%	32%	-4%	-3%
COc1ccc(NS(=O)(=O)c2cccc(C(=O)NNC(=O)c3ccc(Br)o3)c2)cc1	?	-2%	1%	3%	0%	-5	-0.4%	-4%	?	-28%	-6%
CCc1ccc(N2CC(C(=O)NC3CCCCC3C)CC2=O)cc1 (configuration not stated)	4%	0%	3%	2%	-2%	8	0.7%	0%	-4%	-8%	8%
COc1cc(NC(=O)Cc2ccccc2)ccc1NC(=O)Cc1ccccc1	1%	-1%	1%	0%	0%	-2	0.0%	-4%	-6%	-5%	-2%
CCN(CC)S(=O)(=O)c1cc(OC)c(Cl)cc1Cl	?	-5%	-4%	·	2%	-5	-0.3%	0%	2%	21%	·
COCCN=c1scc(-c2cccs2)n1/N=C(\C)c1ccco1	2%	-12%	-1%	-2%	-1%	-21	-0.9%	1%	-4%	?	?
CCOC(=O)N1CCN(C(=O)c2cc3cc(Br)ccc3oc2=O)CC1	14%	0%	2%	-1%	1%	1	4.4%	0%	7%	2%	-5%
CN(CC(=O)Nc1c(Cl)cccc1Cl)C(=O)CNC(=O)c1ccco1	-3%	-2%	5%	5%	5%	2	0.0%	?	2%	13%	4%
CCN(CC(=O)Nc1ccccc1C(F)(F)F)C(=O)CN1C(=O)NC2(CCCC2)C1=O	0%	-4%	0%	2%	3%	16	-0.4%	4%	-2%	15%	3%
COc1ccc(-c2[nH]ncc2CN(C)CCc2c(C)n[nH]c2C)c(F)c1	4%	0%	4%	6%	2%	28	-0.3%	-2%	-7%	10%	3%
CCOC(=O)c1cn[nH]c1N	-1%	1%	-2%	0%	1%	9	-0.2%	-5%	-10%	10%	1%
O=C(Cn1c(=O)c2cccn2c2ccccc21)NCCc1ccc(Cl)cc1	1%	0%	-2%	-5%	-9%	15	0.1%	1%	-1%	?	0%
COc1cc(NC(=O)CSc2nc3ccccc3n2-c2ccccc2)c(C)cc1[N+](=O)[O-]	-3%	12%	0%	1%[46.1 µM]	1%	-3	-0.2%	-2%	2%	?	7%
CCOc1ccc(CCNC(=O)COC(=O)c2sccc2C)cc1OCC	-6%	8%	0%	-12%	-3%	-5	0.0%	0%	-2%	-28%	-1%
COc1ccccc1C(=O)Nc1ccncc1	1%	3%	1%	-5%	-1%	37	-1.0%	-1%	-1%	-1%	7%
CC(=O)C1=C(O)C(=O)N(Cc2ccccc2)C1c1ccc(Cl)cc1 (configuration not stated)	3%	5%	1%	-1%	-8%	-7	-0.1%	-6%	15%	2%	1%
CCOC(=O)C1=NNC2(CC(=O)N(c3cccc(C)c3)C2=O)C1 (configuration not stated)	?	-3%	2%	-6%	0%	-2	-0.2%	-5%	4%	13%	4%
CCCCc1ccc(/C=C2\C(=O)c3ccccc3C(O)=C2C(=O)OCC)cc1	?	11%	-6%	·	-23%	-21	0.0%	·	-30%	0%	·
CC(=O)Nc1ccc(CN2CCN(C3CCCCC3)C(CCO)C2)cc1 (configuration not stated)	3%	-15%	4%	-2%	1%	10	-1.0%	-3%	8%	12%	15%
O=C(O)/C(=C\c1cccs1)Sc1nnc(-c2ccc(F)cc2)o1	?	-4%	1%	1%	-5%	0	0.1%	-1%	10%	9%	0%
Cc1ccc(-c2nsc3c(N4CCN(C(=O)c5ccco5)CC4)ncnc23)cc1	1%	4%	-5%	·	0%	1	-0.4%	·	6%	?	·
N=c1c(C(=O)NC2CCCCC2)cc2c(=O)n3ccccc3nc2n1CCc1ccccc1	7%	0%	5%	2%	0%	10	-0.2%	-7%	0%	?	-2%
CC(=O)c1c(C)[nH]c(C(=O)CSc2nnc(C)s2)c1C	10%	-7%	1%	-1%	3%	4	-0.1%	-2%	13%	?	·
Cc1ccc2[nH]c3c(c2c1)CN(C(C)C)CC3	4%	1%	0%	-1%	1%	4	0.3%	-3%	1%	0%	1%
O=C(OCc1c(-c2ccccc2)ncc2ccccc12)c1cccc(Br)c1	?	?	-1%	5%	0%	-18	0.1%	-1%	11%	9.2µM*	13%
O=C(NCCN1CCOCC1)/C(=C/c1ccc(F)cc1)NC(=O)c1ccccc1	0%	-2%	1%	4%	2%	-1	-0.6%	1%	0%	?	?
Cc1cccc(CN2C[C@]34CC[C@@H](C[C@@H]3S2(=O)=O)O4)c1	?	3%	1%	1%	1%	8	0.7%	·	-8%	1%	16%
Cc1ccc(S(=O)(=O)N2CCOCC2)cc1C(=O)N1C(=O)c2cccc(N)c2C1=O	2%	-8%	-2%	-6%	-6%	3	-0.8%	3%	-4%	-2%	1%
CNCc1ccccc1OCc1ccc(F)cc1	-1%	2%	9%	1%	-5%	-4	0.0%	0%	-21%	13%	-3%
N#C/C(=C\c1c(N2CCC(C(N)=O)CC2)nc2ccccn2c1=O)S(=O)(=O)c1ccc(Cl)cc1	20%	1%	2%	-3%	1%	-1	0.1%	-2%	-5%	-5%	-2%
CC(C)Oc1ccc(S(=O)(=O)N2CCOCC2)cc1NC(=O)C1CCCC1	6%	4%	1%	1%	-2%	12	3.1%	0%	-2%	4%	?
Cc1sc[n+](CC(=O)c2ccc(Br)cc2)c1C	5%	-11%	4%	9%	0%	-9	0.1%	1%	-7%	-4%	5%
CCC(CC)c1nnc(NC(=O)[C@@H](NC(=O)c2cccc(C)c2)C(C)C)s1	?	-3%	0%	0%[46.1 µM]	-1%	3	-0.5%	-4%	2%	-3%	1%

Screening results: PubChem BioAssay, National Center for Advancing Translational Sciences (NCATS)
